EphA4 KYL inhibition – EphA4 ligand-binding antagonists – biochemical, colorimetric, mouse EphA4, primary screen (AID 689). EphA4-AP binding to KYL peptide, pNPP A405; higher % means a stronger effect. inhibition, % at 10 µM; hits with a dose series show IC50 in µM. hit rate 0.1% among 62,000; in the data active = a potency from the dose series; inactive = the rest, 99 in 100 with inhibition below about 22%
An asterisk follows results filed as active. A portion of the library; the hit share may differ from the screen's.

| EphA4 KYL inhibition | SMILES |
| --- | --- |
| -6% | COc1ccc(C(=O)Nc2cc(OCc3ccccc3)c(Cl)cc2Cl)cc1 |
| -6% | O=S(=O)(NCC1CCCO1)c1cccc2nsnc12 (stereo unspecified) |
| -10% | Cc1c(Cl)cccc1NC(=O)CCC(=O)NNC(=O)c1ccccc1Cl |
| 8% | CC12CN(S(=O)(=O)c3ccccc3)CC(C)(CN(S(=O)(=O)c3ccccc3)C1)C2 |
| 2% | COc1cc(/C=N/NC(=O)CCc2ccccc2)ccc1O |
| -6% | Cc1csc(NC(=O)CSc2nnc(Cn3c(=O)sc4ccccc43)n2-c2ccccc2)n1 |
| -4% | CCCCNC(=O)CSc1nc2ccccc2c(=O)n1Cc1ccc2c(c1)OCO2 |
| -1% | Cc1ccc(NC(=O)CSc2nc3ccccc3c(=O)n2CCCN2CCCCC2)cc1C |
| -1% | O=C(NCc1ccco1)C(=O)Nc1cccc(C(F)(F)F)c1 |
| 1% | COc1ccc(N2C(=O)C3C4C=CC(CC4)C3C2=O)c([N+](=O)[O-])c1 (stereo unspecified) |
| 6% | O=C(c1ccc2c(c1)OCO2)N1CCN=C1SCc1cccnc1 |
| -27% | CC(=O)NC(CCC(=O)OCc1ccccc1)C(=O)Nc1ccc(C)cc1 (stereo unspecified) |
| -18% | CCOC(=O)c1ccc(NC(=O)C2(c3ccc(Cl)cc3)CCCC2)cc1 |
| -7% | CCOC(=O)C1=NNC2C(=O)N(C3CCCCC3)C(=O)C12 (stereo unspecified) |
| -5% | Cc1cccc(C)c1NC(=O)C1CC(=O)N(c2ccc(Br)cc2)C1 (stereo unspecified) |
| -6% | Cc1nc2cncc(Br)c2n1C |
| -9% | CC(Oc1ccc(Cl)cc1Cl)C(=O)/C=C/N(C)C (stereo unspecified) |
| -11% | CSc1nsc(SC)c1NC(=O)OCC1CCCO1 (stereo unspecified) |
| -6% | CCCOc1ccc([N+](=O)[O-])cc1C1NC(=S)NC(c2ccccc2)=C1C(=O)OCC (stereo unspecified) |
| -11% | Cc1ccccc1NC(=S)NCCOc1ccccc1Cc1ccccc1 |
| 15% | C=CCn1c(NCc2ccc3c(c2)OCO3)nc2ccccc21 |
| 8% | O=C(N/N=C/c1cccc(Oc2ccc([N+](=O)[O-])cc2[N+](=O)[O-])c1)c1cncc(Br)c1 |
| -3% | CCOC(=O)c1c(N)sc2c1C1CCN2CC1 |
| 5% | COc1ccc(OC)c(NC(=O)C2CCCN2C(=O)C2CCC(C)CC2)c1 (stereo unspecified) |
| -3% | Cc1ccc(CSCCNC(=O)/C=C/c2ccc(Cl)cc2)cc1 |

Exported with each value named: 4 of the compounds above
Molecule: CCCOc1ccc([N+](=O)[O-])cc1C1NC(=S)NC(c2ccccc2)=C1C(=O)OCC (stereo unspecified)
  EphA4 KYL inhibition = -6%

Molecule: Cc1ccccc1NC(=S)NCCOc1ccccc1Cc1ccccc1
  EphA4 KYL inhibition = -11%

Molecule: C=CCn1c(NCc2ccc3c(c2)OCO3)nc2ccccc21
  EphA4 KYL inhibition = 15%

Molecule: O=C(N/N=C/c1cccc(Oc2ccc([N+](=O)[O-])cc2[N+](=O)[O-])c1)c1cncc(Br)c1
  EphA4 KYL inhibition = 8%

(next part)
| EphA4 KYL inhibition | SMILES |
| --- | --- |
| -5% | COc1ccc(-c2[nH]nc3c2C(c2ccsc2)C(C#N)=C(N)O3)cc1 (stereo unspecified) |
| 12% | CC1CCCN(C(=O)CSc2nnc(-c3c[nH]c4ccccc34)o2)C1 (stereo unspecified) |
| 2% | CCOc1ccc(NC(=O)CSc2nnc(C34CC5CC(CC(C5)C3)C4)n2C)cc1 |
| 7% | CCCc1cc(=O)oc2cc(OCC(=O)N(C)C)c(Cl)cc12 |
| -2% | CC(=O)c1ccc(Nc2nc(NCCO)nc(OC(C(F)(F)F)C(F)(F)F)n2)cc1 |
| 0% | O=C(NC1CCCCCC1)C1CC(=O)N(Cc2ccccc2)C1 (stereo unspecified) |
| 7% | CCc1ccc(S(=O)(=O)Nc2cc3c(C(=O)O)c(C)oc3c3ccccc23)cc1 |
| -3% | COc1ccccc1N(C(=O)NCc1ccccc1)C1=NCC(C)S1 (stereo unspecified) |
| -24% | CCS(=O)(=O)C(=CNc1ccccc1)S(=O)(=O)CC |
| 5% | CCN1CC=C2C(C1)C(c1ccc(Cl)s1)C(C#N)=C(N)C2(C#N)C#N (stereo unspecified) |
| -2% | COc1cccc(-c2nc3ccccc3c(=O)o2)c1 |
| 8% | O=C(c1ccncc1)N1CCN(C(=O)c2cccc3ccccc23)CC1 |
| -10% | C=CCn1c(SCC(=O)Nc2ncc(Cc3cc(Cl)ccc3Cl)s2)nnc1-c1ccncc1 |
| -14% | CCC(=O)Nc1ccc(NC(=O)CN2CCCC(C)C2)c(Cl)c1 (stereo unspecified) |
| -9% | COC(=O)c1ccc(NC(=O)c2cncc(Br)c2)cc1 |
| -6% | O=P(c1ccc2c(c1)OCCO2)(N1CCOCC1)N1CCOCC1 |
| 2% | COc1ccc(-c2cc3nc(-c4ccccc4)cc(N4CCC5(CC4)OCCO5)n3n2)cc1 |
| -8% | CCCCCOC(=O)C1=C(C)NC(=O)NC1c1ccccc1OCC (stereo unspecified) |
| 9% | O=C(/C=C/c1ccco1)Nc1ccc(NC(=O)c2ccco2)cc1 |
| -4% | COc1ccccc1-n1c(SCC(=O)NC(C)(C)C)nc(O)cc1=O |
| -6% | CCOC(=O)c1nnc2cc(-c3ccccc3)nn2c1C |
| 4% | Cc1cc2cc(CN(CCCO)S(=O)(=O)c3cccc4nsnc34)c(=O)[nH]c2cc1C |
| -15% | COc1ccc(C2C3C(=O)N(c4ccccc4)C(=O)C3ON2c2ccccc2C)cc1 (stereo unspecified) |
| 1% | CCc1ccc(NC2=C(Cl)C(=O)N(c3ccc(C)cc3)C2=O)cc1 |
| -13% | CCCCNCc1ccc(SC)cc1 |
| -2% | Cc1ccc(NC(=O)N/C=C/c2ccco2)cc1C |
| 2% | O=C(CSc1ncc(-c2ccc(F)cc2)n1Cc1ccco1)Nc1nccs1 |
| 6% | CC(C)OC(=O)CSc1ncnc2c1cnn2-c1ccccc1 |
| -2% | COC(=O)c1c(C)nn(-c2ccccc2)c1-n1cccc1 |
| -17% | O=C(C1CCCN(S(=O)(=O)c2cccc3nsnc23)C1)N1CC=C(c2ccccc2)CC1 (stereo unspecified) |
| -11% | CCN(CC)CCNC(=O)Cn1nc(-c2ccccc2)c2ccccc2c1=O |
| -14% | O=C(CNS(=O)(=O)c1ccc(F)cc1)Nc1ccc(C(F)(F)F)cc1 |
| 8% | [O-][n+]1onc2c1CCc1c-2nn(-c2ccccc2Cl)[n+]1[O-] |
| -13% | CCOc1nc(S(=O)(=O)c2ccc(C)cc2)c(Cl)s1 |
| -11% | CC(=O)Nc1ccc(C(=O)NNC(=O)CCc2ccccc2)cc1 |
| 0% | COC(=O)c1c(NC(=O)C2(C)Cc3ccccc3C(=O)O2)sc2c1CCCC2 (stereo unspecified) |
| -8% | CC(=O)N1CCCc2cc(S(=O)(=O)NC(C(=O)NCc3ccc(C)cc3)C(C)C)ccc21 (stereo unspecified) |
| -3% | Cc1cccc(/C(N)=N/OC(=O)c2cccc(I)c2)c1 |
| -14% | Cc1cccc(NC(=O)CCN2CCOCC2)c1 |
| 0% | Clc1ccc(Cl)c(-c2ccc(/C=N/c3ncn[nH]3)o2)c1 |
| 8% | CC(C)CN(C(=O)COC(=O)Cn1cnc2ccccc2c1=O)C1CCS(=O)(=O)C1 (stereo unspecified) |
| 19% | CC1=C(C(N)=O)C(c2ccco2)C(C(N)=O)=C(C)N1 |
| -10% | Cc1ccc2oc(=O)c3cnn(CC(=O)N4CCN(c5ccccc5)CC4)c3c2c1 |
| 8% | CSc1ccc(/C=C(/NC(=O)c2ccccc2)c2nc3ccccc3[nH]2)cc1 |
| 0% | Cc1ccc(CNc2nc(N)c([N+](=O)[O-])c(Nc3ccc(F)cc3)n2)cc1 |
| -7% | CCN1CCC(C(N)=O)CC1 |
| -6% | COc1cccc(C2N(c3cccc(Cl)c3)C(=O)C3CCCN32)c1 (stereo unspecified) |
| -4% | O=C(O)CCCCCNS(=O)(=O)c1ccc(Cl)cc1 |
| -5% | Cc1ccc(C2(C)N(O)C(C)C(c3ccccc3)=[N+]2[O-])cc1 (stereo unspecified) |
| -4% | O=C1OC(c2ccc(F)cc2)=N/C1=C\c1ccc2c(c1)OCO2 |

By substructure: those above containing a cyano group
| EphA4 KYL inhibition | SMILES |
| --- | --- |
| -5% | COc1ccc(-c2[nH]nc3c2C(c2ccsc2)C(C#N)=C(N)O3)cc1 (stereo unspecified) |
| 5% | CCN1CC=C2C(C1)C(c1ccc(Cl)s1)C(C#N)=C(N)C2(C#N)C#N (stereo unspecified) |

Remaining list, next part
| EphA4 KYL inhibition | SMILES |
| --- | --- |
| 0% | CCSc1nnc(NC(=O)CSc2nnc(Cc3cccn3C)n2-c2ccc(F)cc2)s1 |
| -13% | CCOC(=O)c1c(C)c2c(n1C)CCC/C2=N\O |
| -17% | N#CC(C(=O)OC1CCCCC1)c1nc2ccccc2nc1N1CCOCC1 (stereo unspecified) |
| -5% | CC1(C)CC(=O)C(=Cc2cn(-c3ccccc3)nc2-c2cccs2)C(=O)C1 |
| 4% | O=C(NCc1ccco1)c1cc(-c2cccc(Cl)c2)on1 |
| -12% | O=C(Nc1nnc(-c2ccco2)s1)c1cccc2ccccc12 |
| -12% | O=C(OCc1cccc2ccccc12)C1CC(=O)N(c2ccccc2)C1 (stereo unspecified) |
| -10% | O=C(CSc1ncnc2c1oc1ccccc12)OCc1ccccc1 |
| 4% | COc1cccc(C2NC(c3cccc(OC)c3O)C(C)C(=O)C2C)c1O (stereo unspecified) |
| -7% | COc1ccc(/C=N/N=C2/SC(CC(=O)O)C(=O)N2c2ccc(O)cc2)cc1 (stereo unspecified) |
| 0% | COCCNC(=O)c1sc2nc(-c3ccccc3)cn2c1C |
| -13% | COc1ccc(CN(Cc2ccco2)S(=O)(=O)c2ccc(S(=O)(=O)N3CCCC3)cc2)cc1 |
| 1% | Cc1ccc2c(c1)c1c3n2CCN(C(=O)C2CC2)C3CCC1 (stereo unspecified) |
| -7% | CCN(CC)CCCN1C(=O)C(=O)/C(=C(/O)c2ccc3c(c2)CC(C)O3)C1c1cccnc1 (stereo unspecified) |
| -2% | Cc1cc(C)c(NC(=O)CN2CCN(C)CC2)c(C)c1 |
| 1% | CCc1ccc(C(=O)c2oc3nc(C)cc(C)c3c2N)cc1 |
| 16% | Cc1ccc(NC(=O)CN2C(=O)NC3(CCC(C)CC3)C2=O)c(Cl)c1 (stereo unspecified) |
| -4% | Cc1cccc(C)c1NC(=O)CSc1nnc(-c2ccoc2C)n1C |
| -5% | O=C1O/C(=C\C(=O)N2CCOCC2)c2ccccc21 |
| -9% | COc1ccc(CC(=O)O/N=C(\N)c2ccncc2)cc1OC |
| -1% | Cc1cc(NC(=O)COC(=O)CSc2nc3cc(Cl)ccc3n2Cc2ccccc2)no1 |
| 2% | CCC(CC)C(=O)Nc1c2c(nn1-c1ccc(OC)cc1)CS(=O)C2 (stereo unspecified) |
| -5% | CCOc1cc(NC(=S)NCCCN2CCOCC2)c(OCC)cc1NC(=O)CC(C)C |
| -14% | Cn1c(C(=O)OCC(=O)NCc2cccs2)cc2sccc21 |
| -4% | Cc1cc2c(cc(C(=O)O)n2C)s1 |

In another format: results already given
CCSc1nnc(NC(=O)CSc2nnc(Cc3cccn3C)n2-c2ccc(F)cc2)s1
  EphA4 KYL inhibition = 0%
CCOC(=O)c1c(C)c2c(n1C)CCC/C2=N\O
  EphA4 KYL inhibition = -13%
N#CC(C(=O)OC1CCCCC1)c1nc2ccccc2nc1N1CCOCC1 (stereo unspecified)
  EphA4 KYL inhibition = -17%
CC1(C)CC(=O)C(=Cc2cn(-c3ccccc3)nc2-c2cccs2)C(=O)C1
  EphA4 KYL inhibition = -5%

More records
| EphA4 KYL inhibition | SMILES |
| --- | --- |
| -7% | Cc1ccc(OC(=O)c2ccc(Br)o2)cc1 |
| 11% | COc1ccc(NC(=O)CSCCc2ccccn2)c([N+](=O)[O-])c1 |
| -9% | CC(C)c1ccc(-c2nn(-c3ccccc3)cc2C2C(C#N)=C(N)OC3=C2C(=O)CC(C)(C)C3)cc1 (stereo unspecified) |
| 5% | CCOc1ccccc1NC(=O)Nc1c(C)n(-c2ccccc2)c(=O)n1C |
| -3% | C=CCn1c(-c2ccc(S(=O)(=O)N3CCOCC3)cc2)csc1=Nc1ccccc1 |
| -9% | O=C(O)c1ccc(S(=O)(=O)c2ccc3c(c2)C(=O)N(CC2CCCO2)C3=O)cc1 (stereo unspecified) |
| -5% | Cc1ccc2c(c1)cc1c(=O)[nH]ncn12 |
| -8% | CCOc1ccc(NC2=NC(C(=O)NCc3ccccc3)CC(=O)N2)cc1 (stereo unspecified) |
| -10% | Cc1cccc(NS(=O)(=O)c2c(C)n[nH]c2C)c1 |
| -11% | Cc1csc(NC(=O)CCNS(=O)(=O)c2ccc3c(c2)c(=O)n(C)c(=O)n3C)n1 |
| -11% | CCOC(=O)c1sc(C)c2c1NC(c1ccc(Cl)cc1)NC2=O (stereo unspecified) |
| -12% | COc1ccc(N2C(=O)CC(NCc3cccs3)C2=O)cc1 (stereo unspecified) |
| 4% | Cc1nc2c(C)cccn2c1/C(O)=C1\C(=O)C(=O)N(CCN2CCOCC2)C1c1cccs1 (stereo unspecified) |
| 19% | CN(C)c1cccc(C(=O)n2nnc3ccccc32)c1 |
| -10% | CC(C)(C)c1ccc(C(=O)/C=C2\NC(=O)CS2)cc1 |
| -1% | Cc1cc(NC(=O)c2ccccc2NS(=O)(=O)c2c(C)c(C)cc(C)c2C)no1 |
| -12% | CCOC(=O)Nc1oc2ccccc2c(=O)c1CN1CCOCC1 |
| -4% | Cc1nnc(NC(=O)CSc2nnc3c4ccccc4n(C(C)C)c3n2)s1 |
| 1% | CCOC(=O)CNC(c1ccccc1)c1cc(Br)ccc1N (stereo unspecified) |
| -5% | CC(=O)c1cccc(NC(=O)Cn2cnc([N+](=O)[O-])n2)c1 |
| 9% | N#Cc1c(NCCO)nc(NCc2ccccc2)c2c1CCN(Cc1ccccc1)C2 |
| -9% | CC(=O)Nc1ccc(S(=O)(=O)NNC(=O)c2cc3c4ccccc4n(C)c3s2)cc1 |
| -9% | COc1ccc(/C=C(/NC(C)=O)C(=O)O)cc1 |
| 9% | O=C(NCc1ccco1)C1CCN(c2nc3ccccc3n2Cc2ccccc2F)CC1 |
| -1% | Cc1ccc(-c2nn(C(C)(C)C)c3ncnc(N)c23)cc1 |
